# FBW7 activator – human FBW7 E3 ligase activation, primary screen | normalized activity (activation), % at 26.1 µM | AlphaScreen FBW7–phospho-cyclin E peptide binding, activator screen | AID 1259310 | 650,000 tested, 0.13% active; in the data active = normalized activity above about 1.9%;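 also: purified mutant Fbw7 with reduced substrate affinity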
# Target sequence (Q969H0 whole entry, looked up): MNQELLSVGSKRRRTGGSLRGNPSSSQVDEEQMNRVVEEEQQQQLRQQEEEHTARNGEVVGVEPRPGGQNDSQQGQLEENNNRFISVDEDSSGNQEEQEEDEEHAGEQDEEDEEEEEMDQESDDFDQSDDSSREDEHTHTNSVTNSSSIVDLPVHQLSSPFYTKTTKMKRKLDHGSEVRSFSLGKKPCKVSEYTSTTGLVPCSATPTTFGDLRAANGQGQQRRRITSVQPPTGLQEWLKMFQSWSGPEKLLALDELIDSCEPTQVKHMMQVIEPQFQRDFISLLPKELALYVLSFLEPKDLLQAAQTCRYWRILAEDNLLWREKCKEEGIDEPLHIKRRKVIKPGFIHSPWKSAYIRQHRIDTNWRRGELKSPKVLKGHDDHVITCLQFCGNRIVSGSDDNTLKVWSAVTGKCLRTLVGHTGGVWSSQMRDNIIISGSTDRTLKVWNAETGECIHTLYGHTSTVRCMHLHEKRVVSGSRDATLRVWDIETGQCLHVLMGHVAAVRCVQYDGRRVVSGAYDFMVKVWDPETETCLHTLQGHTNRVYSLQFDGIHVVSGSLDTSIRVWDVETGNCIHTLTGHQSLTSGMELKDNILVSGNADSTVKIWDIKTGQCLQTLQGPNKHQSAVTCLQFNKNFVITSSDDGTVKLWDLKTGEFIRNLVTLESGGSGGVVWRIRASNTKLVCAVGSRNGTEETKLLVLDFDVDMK
# MITF inh – blocks human microphthalmia-associated transcription factor. O75030. AlphaScreen MITF homodimerization, bead proximity signal. inhibition, % at 2.6 µM. 650,000 tested, 0.91% active. AID 1259374; in the data active = inhibition above about 50%;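 also: 0% = vehicle wells with protein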
# TEAD-YAP inh – TEAD-YAP interaction inhibition | HEK-TIYL cells, TEAD-Gal4/YAP UAS-luciferase luminescence | 640,000 tested, 1.4% active | inhibition, % at 9.12 µM; in the data active = inhibition above about 32%;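 also: 0% = median of test compound wells and 100% = reference inhibitor wells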
# GPR151 activ – activates the human receptor GPR151; Q8TDV0; PathHunter beta-arrestin GPR151 cells, luminescence; activation, % at 11.2 µM; 650,000 tested, 1% active; in the data active = activation above about 4.9%;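 also: 0% = median of compound wells and 100% = cells with positive control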
# * marks the source's active call; other numbers are inactive results. Not a hit list, and some 3.5% of all compounds hit somewhere here.
SMILES,FBW7 activator,MITF inh,TEAD-YAP inh,GPR151 activ
CCN(CC)S(=O)(=O)c1ccc(C(=O)OCCOc2ccccc2F)cc1,-0.1,1,3,0.3
CC(C)CN1CCN(Cc2cccc3nccnc23)CC1CCO (stereo not given),0.0,-1,-5,0.0
CCNc1nc(Nc2ccc(N3CCOCC3)cc2)c2ncn(-c3ccsc3)c2n1,0.0,17,28,-0.9
Cc1cc(Br)ccc1NS(=O)(=O)c1ccccc1[N+](=O)[O-],-0.1,2,4,0.6
COC(=O)N1CCC(C(=O)N(C)C(c2ccccc2C)c2ncccc2C)CC1 (stereo not given),-0.3,-6,-6,-0.7
COc1ccc(COC(=O)c2ccc(S(=O)(=O)N(C)C)cc2)cc1F,0.2,-1,15,0.2
N#C/C(=C\c1cccc(C(F)(F)F)c1)C(=O)NCC1CCCO1 (stereo not given),0.0,-8,-4,-3.2
CCCc1cc(=O)[nH]c(SCC(=O)N(CC(C)C)C2CCS(=O)(=O)C2)n1 (stereo not given),0.2,-3,7,-0.7
O=C1c2ccccc2-c2c(NC(=O)C3CCCCC3)cccc21,0.0,0,0,1.7
CCN(CC(=O)NC(C)C)C(=O)C(CCSC)NC(=O)c1cccc(C)c1 (stereo not given),-0.1,-9,3,6.3*
O=C(Nc1ccc(Cl)cc1F)c1cc(S(=O)(=O)N2CCN(c3ccccc3)CC2)ccc1F,0.0,7,1,-7.7
CCOc1ccc(N2C(=O)CC(N(CCc3ccc(OC)cc3)C(C)=O)C2=O)cc1 (stereo not given),0.1,4,18,1.0
O=C(Nc1cc(C(F)(F)F)ccc1Cl)c1cc(S(=O)(=O)NCc2ccc3c(c2)OCO3)ccc1F,0.0,10,11,-0.6
Brc1ccc(-c2csc(N3N=C(c4ccccc4)CC3c3ccccc3)n2)cc1 (stereo not given),-0.2,-1,-3,0.5
CCn1c(=O)c(-[n+]2ccccc2)c(O)c2ccccc21,-0.1,-11,-6,-0.5
Cc1ccc(C(=O)Oc2c(-c3ccccc3)c(-c3ccc(C)cc3)oc(=O)c2-c2ccccc2)cc1,0.2,10,-3,3.6
NC(=O)c1cccc(-c2cnc3c(NCc4ccc5c(c4)OCO5)nccn23)c1,0.3,13,1,2.9
CC(=O)NCCn1c(SCC(=O)Nc2cc(C)on2)nc2ccccc2c1=O,0.6,4,3,1.0
Cc1ccccc1N1C(=O)C(N2C(=O)c3ccccc3C2=O)C1C(=O)O (stereo not given),-0.2,10,-1,0.6
O=Cc1c(O)ccc2cc(-c3nc4ccccc4s3)c(=O)oc12,0.0,7,3,-0.7
CC(=O)c1ccc(NC(=O)COC(=O)c2ccc(Br)o2)cc1,0.1,4,-5,0.5
Cc1cc(C(=O)N/N=C/c2ccc(-c3ccc(I)cc3)o2)n[nH]1,-0.2,-1,-6,0.1
COc1ccc(C(=O)Nc2ccc(S(=O)(=O)N3CCN(c4ccccc4)CC3)cc2)cc1OC,-0.1,9,6,-0.1
O=C1Nc2cc(C(=O)N3CCN(c4cccc(Cl)c4)CC3)ccc2Nc2ccccc21,0.0,0,2,0.4
COc1cc2nc(-c3ccc(N4CCOCC4)nc3)nc(Nc3ccccc3)c2cc1OC,0.2,8,21,2.1

# (more compounds)
SMILES,FBW7 activator,MITF inh,TEAD-YAP inh,GPR151 activ
CC(C)C(=O)Nc1cccc(C(=O)NCc2ccccc2Cl)c1,-0.1,-2,-22,2.6
O=C(Nc1ccccc1)Nc1nnc(CSCc2ccccc2F)s1,-0.1,4,10,1.0
O=C1COCC(=O)Nc2ccccc2OCCOc2ccccc2N1,-0.1,4,-2,1.5
CCOc1ccccc1C1C(C#N)=C(SCC(=O)Nc2ccc(F)cc2)NC(C)=C1C(=O)OC (stereo not given),-0.1,-12,-9,0.1
CCOC(=O)C1=C(C)N(C2CCCCC2)C(=O)/C1=C\c1ccc(Cl)cc1Cl,0.0,3,-3,1.7
COc1ccc2[nH]cc(CCNS(=O)(=O)c3ccc(-n4cnnn4)c(C)c3)c2c1,0.0,-7,-6,0.1
Cc1ccc(Oc2ncccc2C(=O)NCC(=O)O)cc1,0.5,-2,0,-0.4
O=C(CSc1nc2ccccc2[nH]1)Nc1ccc(F)c(F)c1,-0.1,-3,-2,1.8
O=C(Cc1ccccc1)Nc1ccc(NC(=O)c2ccco2)nc1,-0.1,1,-44,-0.8
CCc1sc(C(=O)NC(C)C2CCCO2)cc1Br (stereo not given),0.3,13,-3,-1.8
CCCCn1c(N)c(N(C)C(=O)Nc2cccc(C(F)(F)F)c2)c(=O)[nH]c1=O,-0.1,1,8,0.0
Cc1ccccc1OCC(=O)Nc1ccccc1CO,0.0,-19,-15,0.0
O=C(CN1C(=O)NC2NC(=O)NC21)NN=C1CCCC1 (stereo not given),0.0,-3,-9,2.9
O=C(Cn1cc(I)c(=O)[nH]c1=O)N1CCOCC1,0.1,-7,3,3.2
OCCN(Cc1ccccc1)Cc1nc(-c2ccccn2)no1,-0.1,-14,-9,0.3
Fc1ccc(-c2cc(NCc3ccco3)nc(-c3ccncc3)n2)cc1,0.0,15,7,-1.1
COc1ccc(-c2nc(Nc3ccccc3)c3ccccc3n2)cc1OC,0.1,13,0,0.1
COc1ccc(Br)cc1C1=CSC2=NCCN12,-0.2,-3,8,0.8
CC(C)CCNC(=O)CN(C(=O)CCC(=O)Nc1nccs1)c1ccc2c(c1)OCO2,0.0,1,-1,0.3
CCCC(=O)CSc1[nH]c(=O)cc(C)c1C#N,0.0,-6,-2,-0.4
CCOc1ccccc1C(=O)Nc1cccc(-c2nc3cccnc3s2)c1,0.1,20,5,1.5
COCCNC(=O)COC(=O)c1cccs1,-0.6,-1,-2,-0.1
COCC(=O)N(Cc1ccc(C)cc1)Cc1cc2cc3c(cc2nc1Cl)OCO3,0.1,10,7,0.5
O=C(Nc1ccc(Cl)cn1)c1ccc(F)cc1,0.0,11,-46,-5.6
COc1ccc(C(=O)N[C@H]2C[C@H]3C(=O)N[C@@H](Cc4ccc(Cl)cc4)C(=O)N3C2)cc1,0.4,-7,-2,1.1

# Among those listed so far, 5 have bromine:
SMILES,FBW7 activator,MITF inh,TEAD-YAP inh,GPR151 activ
Cc1cc(Br)ccc1NS(=O)(=O)c1ccccc1[N+](=O)[O-],-0.1,2,4,0.6
Brc1ccc(-c2csc(N3N=C(c4ccccc4)CC3c3ccccc3)n2)cc1 (stereo not given),-0.2,-1,-3,0.5
CC(=O)c1ccc(NC(=O)COC(=O)c2ccc(Br)o2)cc1,0.1,4,-5,0.5
CCc1sc(C(=O)NC(C)C2CCCO2)cc1Br (stereo not given),0.3,13,-3,-1.8
COc1ccc(Br)cc1C1=CSC2=NCCN12,-0.2,-3,8,0.8

# The list continues:
SMILES,FBW7 activator,MITF inh,TEAD-YAP inh,GPR151 activ
Cc1cnc(Nc2cccc(N(C)C)c2)nc1Nc1ccc(N2CCOCC2)cc1,-0.1,19,66*,2.0
Cc1ccc(-c2nc(C=Nc3ccc(Cl)cn3)c(O)o2)cc1,0.5,10,11,-0.8
Cc1ccc2nc(/C(C#N)=C\c3cn(CC(=O)N4CCOCC4)c4ccccc34)[nH]c2c1,-0.1,1,-25,-0.5
N#C/C(=C\c1cn(-c2ccccc2)nc1-c1ccccc1)C(=O)O,-0.3,4,4,-0.9
COc1cc([N+](=O)[O-])cc(/C=C2\SC(=Nc3ccc(F)cc3)NC2=O)c1O,0.1,20,2,0.6
CCCCc1nnc(NC(=O)CSc2nc(=O)cc(N)n2-c2cccc(C)c2)s1,-0.2,-1,6,-0.7
O=S(=O)(c1ccccc1)N1CCN(Cc2ccco2)CC1,0.5,49,-3,0.8
Cc1cc2cc(CN(C(=O)C3CC3)C3CCCC3)c3nnnn3c2cc1C,-0.2,-7,-3,0.0
COc1ccc(NC(=O)C(C)n2c(C)c3cnn(-c4ccccc4)c(=O)c3c2C)c(OC)c1 (stereo not given),0.0,4,9,0.9
CCOc1ccc(-n2c(=S)sc3c(=O)n(-c4ccc(C)cc4)c(SCc4cc(C(C)=O)ccc4OC)nc32)cc1,-0.1,-3,1,-0.4
O=C(CCCn1nnc2ccccc2c1=O)NCc1ccccc1Cl,0.0,-5,-14,-0.8
CCCn1nc(C(=O)Nc2nc3ccccc3[nH]2)c2ccccc2c1=O,-0.1,6,18,-1.2
COC(=O)C1CN(C(=O)C(C)Oc2ccc(F)cc2)c2ccccc2O1 (stereo not given),0.0,-1,6,1.1
CC(=O)c1ccc(NCC(=O)NC(C)C23CC4CC(CC(C4)C2)C3)cc1 (stereo not given),0.0,4,-52,0.4
c1ccc(-c2cc3c(N4CCN(c5ncccn5)CC4)ncnc3s2)cc1,0.3,16,-1,1.9
O=[N+]([O-])c1ccc(Sc2nnnn2-c2ccccc2)c(Cl)c1,-0.4,21,34*,0.3
N#Cc1c2c(c(N3CCN(c4ccccn4)CC3)n3c1nc1ccccc13)CCC2,0.4,2,-2,-0.2
CCN1CCN(CCCNC(=O)Cn2ncc3c2-c2cc(C)ccc2OC3)CC1,0.5,5,10,1.7
CCC(c1nnnn1Cc1cccs1)N1CCN(C)CC1 (stereo not given),0.4,7,-2,0.5
CCOc1cccc(/C=C2/NC(=O)N(Cc3ccccc3F)C2=O)c1O,0.0,7,-26,1.2
CCCCC(CC)CNC(=O)CCCn1c(=S)[nH]c2cc3c(cc2c1=O)OCO3 (stereo not given),-0.1,5,4,-1.8
O=C(Nc1ccc(Cl)c([N+](=O)[O-])c1)c1ccccc1Br,0.1,8,3,0.8
CC(C)N(CCNC(=O)c1csc(Nc2ccc(-n3ccnc3)cc2)n1)C(C)C,0.7,3,-9,-0.3
CC1CCN(c2c(NCC3CCC(C(=O)NCc4cccs4)CC3)c(=O)c2=O)CC1 (stereo not given),-0.1,5,15,2.0
CCOC(=O)c1c(NC(=O)c2ccccc2Cl)sc(C)c1C,0.0,0,8,0.0

# Single records (already shown):
# CC(C)N(CCNC(=O)c1csc(Nc2ccc(-n3ccnc3)cc2)n1)C(C)C reads FBW7 activator: 0.7; MITF inh: 3; TEAD-YAP inh: -9; GPR151 activ: -0.3
# O=C(CCCn1nnc2ccccc2c1=O)NCc1ccccc1Cl reads FBW7 activator: 0.0; MITF inh: -5; TEAD-YAP inh: -14; GPR151 activ: -0.8

# Other records follow:
SMILES,FBW7 activator,MITF inh,TEAD-YAP inh,GPR151 activ
Cn1c(=O)c(C(=O)NCc2ccncc2)c(O)c2ccccc21,0.0,-6,-3,1.0
CCCOc1ccc(C2C(C(=O)OC(C)C)=C(C)NC3=C2C(=O)CC(c2ccc(Cl)cc2)C3)cc1OC (stereo not given),0.3,0,13,-1.0
O=C(COc1ccc(-c2ccccc2)cc1)NCc1ccco1,-0.8,-2,-7,-0.5
COc1ccccc1CNC(=O)c1sc2ncn(CC(=O)N3CCOCC3)c(=O)c2c1C,-0.3,6,4,-0.6
CCOC(=O)C(=O)N(NC(=O)C(O)(c1ccc(C)cc1)c1ccc(C)cc1)c1ccccc1,0.1,12,18,-1.0
CCCc1cc(N2CCCC(C(=O)NCC)C2)n2ncnc2n1 (stereo not given),1.0,8,2,0.4
Cc1cc(Nc2ccc(F)c(Cl)c2)n2nc(C)nc2n1,-0.1,1,-4,0.2
COCCn1c(SCC(=O)N2CCc3ccccc32)nnc1-c1cccc(C)c1,0.1,9,12,-0.4
CCCCNC(=O)C(=O)NCC1OCCCN1S(=O)(=O)c1ccc2c(c1)OCCO2 (stereo not given),-0.1,-7,2,0.1
CCN(CC(N)=O)S(=O)(=O)c1ccc(C)cc1,0.1,7,0,0.9
c1cc(-n2cnc(N3CCOCC3)n2)ccc1Nc1ncc2ccc(-c3cn[nH]n3)cc2n1,0.5,20,68*,-1.0
O=C(NCCSCc1ccccc1)c1ccc(N2CC3CC(C2)c2cccc(=O)n2C3)c([N+](=O)[O-])c1 (stereo not given),0.0,31,-8,-0.2
CC(C)CN1CCN(Cc2ccc(OCCO)cc2)CC1CCO (stereo not given),0.0,-3,0,0.2
CCOCCCNC(=O)CSCc1nc(-c2ccc(OC)cc2)oc1C,0.0,11,7,0.0
COc1cc(NC(=O)CCCOc2ccc(Cl)cc2Cl)c(OC)cc1Cl,0.1,16,1,-2.1
Cc1ccc(OCc2nc(-c3ccc(OCC(N)=O)cc3)no2)cc1C,0.3,11,-18,-0.9
N#CCCn1cc(C(=O)N2CCOCC2)c(-c2cc3ccccc3o2)n1,0.1,15,0,0.0
CCOC(=O)c1cn2c3c(ccc(C)c3c1=O)OC(CC)C2 (stereo not given),0.2,0,4,1.8

# Bioassay records (PubChem)
